KCNH2 3.1 inh – inhibitors of human KCNH2 3.1 potassium channel isoform; AID 720553; activity change, % (tested at about 1.8 µM); 0.95% of 340,000 active; U2OS KCNH2 3.1, thallium flux FluxOr; active compounds read low;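 active = maximum activity change below -70%; inconclusive = maximum activity change from -70% to -50%; inactive = maximum activity change above -50%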;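 also: thallium influx rate constant from kinetic fluorescence after stimulation buffer; % is scaled to controls: 0 for no effect and ±100 for the full control effect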
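Thallium flux via FluxOr fluorescence (Red40 quencher, 45 min loading) in U2OS cells virally expressing the KCNH2 3.1 isoform (1.77 x 10^8 /mL virus, overnight at 37 C). Rate constants from 2-min kinetic reads post-stimulation, normalised to positive and negative controls.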
KCNH2 WT inh – KCNH2 (human, wildtype) channel inhibition; 0.37% of 340,000 active; U2OS, BacMam KCNH2, thallium flux FluxOr; active compounds read low; activity change, % at 1.84 µM; Q12809;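 active = maximum activity change below -70%; inconclusive = maximum activity change between -70% and -50%; inactive = maximum activity change above -50%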; also: % is scaled to controls: 0 for no effect and ±100 for the full control effect
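U2OS cells transduced with wild-type KCNH2 virus are loaded with FluxOr dye for 45 min, and thallium flux is measured in kinetic reads before and after stimulation buffer. Rate constants are normalized to DMSO controls.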
Eya2 phos inh – inhibitors of human Eya2 phosphatase activity | O00167 | recombinant Eya2, OMFP fluorescence dephosphorylation (OMFP is methylfluorescein phosphate) | Potency, µM (doses to about 76.9 µM), without a hit: top-dose activity, negative = inhibition, actives largely listed as inhibitors | 0.006% of 330,000 active; also: potency is read from the fitted curve at half-maximal effect; % is scaled to controls: 0 for no effect and ±100 for the full control effect
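Eya2 (0.2 uM) preincubated 10 min at ambient with compound, then OMFP substrate added at 50 uM; 10 min reaction in 50 mM HEPES pH 7.5, 50 mM NaCl, 5 uM MgCl2, 0.05% BSA, 1 mM DTT. Fluorescence read at Ex 485/Em 525 nm.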
ELG1 repair inh – blocks ELG1-dependent DNA repair in HEK293T cells | Potency, µM (doses to about 46.1 µM), inactives show at the highest dose activity change, negative = inhibition, actives largely listed as inhibitors | 2.3% of 330,000 active | HEK293T ELG1-luciferase reporter, luminescence, 16 h; DNA damage induced by 5-fluorouridine; also: potency is read from the fitted curve at half-maximal effect; % is scaled to controls: 0 for no effect and ±100 for the full control effect; nearly all actives have a fitted effect of over 55% in size
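Luminescence from the luciferase reporter, measured 30 min after ONE-Glo reagent at room temperature, was the read-out. Beforehand, 2,000 cells per well were exposed for 16 hr at 37 °C to 5-fluorouridine together with compound or vehicle.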
TRPV1 agonist – agonists of human vanilloid receptor 1 (TRPV1) | Q8NER1 | TRPV1-expressing cells, Fluo-8 calcium influx, agonist mode | activation, % at 8.33 µM | 0.19% of 320,000 active; in the data active = activation above about 80%; inconclusive = between about 30% and that limit; also: 0% is about no effect
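TRPV1-expressing cells were cultured overnight at 35.5C and loaded with Fluo-8 calcium dye for 40 to 90 min at room temperature. After a 10 s baseline, compound was added and calcium influx was read kinetically for 3 min (ex 480/em 520 nm).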
TSHR antag – human thyrotropin receptor antagonism; P16473; TSHR-expressing cells, TSH-stimulated cAMP HTRF, 2 h; active compounds read low; activity change, negative = inhibition, % at 11.5 µM; 0.2% of 330,000 active; AID 504810;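 active = activity change below a set negative limit, meaning inhibition stronger than a set level, cut at about -70% in these data; inconclusive = activity change between two set negative limits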; also: % is scaled to controls: 0 for no effect and ±100 for the full control effect
Target sequence (P16473 whole entry, looked up): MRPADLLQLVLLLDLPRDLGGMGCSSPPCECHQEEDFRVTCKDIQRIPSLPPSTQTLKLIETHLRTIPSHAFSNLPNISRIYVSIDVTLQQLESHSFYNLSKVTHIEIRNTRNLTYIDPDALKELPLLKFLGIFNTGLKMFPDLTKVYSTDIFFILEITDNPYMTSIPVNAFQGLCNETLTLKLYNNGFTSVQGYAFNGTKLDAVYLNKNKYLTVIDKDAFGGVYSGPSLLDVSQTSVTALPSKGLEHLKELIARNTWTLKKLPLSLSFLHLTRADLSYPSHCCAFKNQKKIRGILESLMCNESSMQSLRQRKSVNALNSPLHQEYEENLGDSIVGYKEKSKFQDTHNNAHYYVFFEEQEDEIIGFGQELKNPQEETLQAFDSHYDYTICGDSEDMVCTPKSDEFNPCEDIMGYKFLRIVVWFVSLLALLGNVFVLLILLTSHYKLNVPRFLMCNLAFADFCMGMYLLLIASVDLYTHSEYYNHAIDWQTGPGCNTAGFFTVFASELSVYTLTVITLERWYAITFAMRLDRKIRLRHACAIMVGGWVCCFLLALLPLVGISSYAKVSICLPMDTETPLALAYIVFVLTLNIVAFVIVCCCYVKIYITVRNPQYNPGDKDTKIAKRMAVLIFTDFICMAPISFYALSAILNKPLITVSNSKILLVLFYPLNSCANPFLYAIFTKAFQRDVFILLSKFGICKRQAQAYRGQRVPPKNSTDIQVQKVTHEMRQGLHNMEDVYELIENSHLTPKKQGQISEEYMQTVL
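Antagonism was scored as loss of TSH-driven cAMP in TSHR cells, stimulated with 4nM TSH (EC80) for 2 hours at 37 deg C and detected by homogeneous HTRF competition immunoassay.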
A-T KAP1 phos – candidate therapy for ataxia-telangiectasia. […] A-T fibroblasts, KAP-1 phosphorylation AlphaLISA; neocarzinostatin DNA damage 30 min before lysis. Potency, µM (top dose mostly 57.5 µM), for inactives: top-dose activation, hits mostly activators. 0.19% of 320,000 active. AID 485349; also: potency is read from the fitted curve at half-maximal effect; % of control where 0% means no effect; nearly all actives have a fitted effect of over 45% in size
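ATM-like activity read as KAP-1 phosphorylation via AlphaLISA donor/acceptor antibody pairs after lysis and 6 hr at 25C. Cells were ATM-null patient fibroblasts ([…], hTERT), dosed 60 min, then exposed to the DSB inducer NCS for 30 min.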
USP2a inh – inhibitors of human ubiquitin-specific protease USP2a; O75604; USP2 core, Ub-CHOP2 coupled fluorogenic reporter, 485/531; Potency, µM (titrated, usually from 38.3 µM), for the others: at the highest dose activity change, negative = inhibition, usual class: inhibitors; 0.01% of 330,000 active;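 also: potency is read from the fitted curve at half-maximal effect; plate controls were DMSO wells for no effect and full inhibition by NEM control for full effect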
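Deubiquitinase activity read as fluorescence (485/531 nm) after Ub-CHOP2 cleavage activates the enterokinase reporter on its substrate; USP2 core 10nM, Ub-CHOP2 and substrate 25nM each, 30min compound preincubation then 60min RT; data normalized to NEM, curves fitted.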
Mito fusion yeast – blocks mitochondrial division or promotes mitochondrial fusion. S. cerevisiae fusion-defective mutant growth rescue, CellTiterGlo 48 h. AID 485298. Potency, µM (doses to about 46.1 µM), for inactives: top-dose growth rescue (activation), most hits filed as activators. 0.23% of 320,000 active;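 also: potency is read from the fitted curve at half-maximal effect; % of control where 0% means no effect; nearly all actives have a fitted effect of over 45% in size; temperature-sensitive fusion mutants such as fzo1-1 at 37 °C on non-fermentable ethanol glycerol medium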
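Growth-rescue viability read-out: after 48 h at the non-permissive 37C in glycerol/ethanol YPEG, yeast mitochondrial fusion mutants are measured by CellTiterGlo luminescence; compounds (23 nl pinned per well) restoring growth score as division inhibitors or fusion activators.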
TCR activator – T cell receptor activation. primary human leukocytes, anti-CD3, IL-2 HTRF, 48 h. Potency, µM (top dose mostly 9.22 µM), without a hit: top-dose activation of IL-2 secretion, hits mostly activators. 330,000 tested, under 10 active; also: % of control where 0% means no effect
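Primary human leukocytes were stimulated with a-CD3 beads plus compounds for 48 hr without co-stimulation; secreted IL-2 was quantified by HTRF using a-IL-2-K (europium cryptate) and a-IL-2-d2, excited at 320nm with acceptor emission read at 665nm.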
The depositor's hits bear a star; ? = inconclusive; · = not tested or not shown; [ ] = remark or other dose. Unless noted, calls follow the shape of the dose curve; as a rule, active = well fitted curve in the direction sought with a large enough effect; inconclusive = small, poorly fitted or top-dose-only effect, or another doubt; inactive = no such curve, though single readings can be large; an effect the other way counts as inactive or inconclusive.

SMILES | KCNH2 3.1 inh | KCNH2 WT inh | Eya2 phos inh | ELG1 repair inh | TRPV1 agonist | TSHR antag | A-T KAP1 phos | USP2a inh | Mito fusion yeast | TCR activator
Cc1cc(NC(=O)C2CC(=O)N(c3ccc(F)cc3)C2)no1 (stereo not drawn) | 11.3 | -0.7 | -3.2% | -0.6% | -0.3 | 1.1 | 4.8% | -1.7% | -2.0% | 2.8%
N#Cc1nc(-c2cccs2)oc1NCc1ccccc1Cl | -0.3 | -4.7 | 8.7% | -20.6% | · | 66.5 | 26.2% | 3.2% | 11.3% | -5.6%
Cc1ccc(CN2CCNC(=O)C2CC(=O)NCc2csc(C(C)C)n2)cc1 (stereo not drawn) | -1.4 | 11.3 | 4.6% | -0.6% | 1.5 | 12.6 | 8.4% | 1.2% | -0.2% | -4.9%
Cn1nc(C(=O)Nc2cccnc2)c2ccccc2c1=O | -0.5 | -5.4 | -19.4% | ? | 1.3 | -6.4 | 1.9% | -0.9% | -6.6% | ·
COC(=O)c1cn(CCOc2ccccc2OC)c2ccccc12 | 11.0 | -9.5 | -14.0% | ? | 4.6 | -14.5 | 5.9% | 2.1% | 2.8% | 2.6%[46.1 µM]
CC(C)CC(=O)Nc1nc2ccc(S(=O)(=O)N3CCOCC3)cc2s1 | 2.9 | 2.2 | 12.4% | ? | -2.3 | 1.3 | -0.9% | -2.1% | 2.9% | -4.6%
CC(C)CN1CCN(C2CCN(C(C)C)CC2)C(CCO)C1 (stereo not drawn) | · | · | -1.1% | -2.1% | 0.2 | -0.3 | -2.8% | 0.3% | 2.0% | ·
Cc1ccc(S(=O)(=O)NC(=O)c2cccc(N(C)C)c2)cc1 | 14.3 | 10.2 | -4.2% | 17.4% | · | · | 8.6% | 5.6% | · | 4.7%
COc1cc(NC(=O)CCc2nnc3ccc(N4CCCCC4)nn23)cc(OC)c1OC | 6.9 | -9.3 | -13.9% | 6.5% | 5.1 | 13.7 | -8.6% | 1.6% | 2.9% | 6.4%
CCSc1nnc(NC(=O)c2cc3c(s2)CCCC3)s1 | 14.5 | 1.1 | 3.9% | ? | 20.8 | 21.3 | 13.9% | 3.9% | 2.2% | ·
CN(C)C(=O)[C@@H]1C[C@H]1[C@@H](NC(=O)OCc1ccccc1)c1ccccc1 | -33.5 | -0.2 | 9.0% | ? | ? | 3.8 | -1.7% | -14.3% | 1.8% | -6.2%
Cn1c2ccccc2c(=O)c2c(=O)n(-c3ccccc3)c(-c3ccc(C(C)(C)C)cc3)nc21 | 10.2 | 9.9 | ? | -6.8% | 11.7 | 11.9 | -0.2% | 3.5% | ? | 6.2%
O=C(Nc1ccccc1)N1CC=C(c2ccccc2)CC1 | · | · | 1.0% | ? | 2.0 | -5.6 | 3.4% | 2.0% | 0.7% | ·
O=C(CSc1nc2ccccc2[nH]1)N1c2ccccc2Sc2ccccc21 | -14.5 | -12.9 | -5.3% | 2.8% | 14.3 | 4.6 | 6.6% | 1.3% | ? | -3.1%[46.1 µM]
CC(=O)N=C1C=CC(=CN(O)C(C)(C)Cc2ccccc2)C=C1 | -3.0 | 25.9 | 4.9% | 7.0% | 0.1 | -3.8 | 17.4% | -0.5% | -8.7% | 2.8%
COc1ccc(CNc2ncnc3ccccc23)cc1 | 7.5 | -9.9 | 3.5% | 2.59µM* | -0.3 | -25.2 | 1.4% | -1.3% | 12.1% | -0.5%
CCN=c1scc(C)n1/N=C/c1ccsc1 | 5.5 | -7.1 | -9.8% | ? | -0.2 | -0.7 | -4.8% | -1.9% | 2.6% | -1.3%
Cc1ccc(S(=O)(=O)N(C)C)cc1NC(=O)CSc1nc2ccccc2c(=O)n1CC1CCCO1 (stereo not drawn) | -28.2 | -5.1 | -9.5% | 1.2% | 0.5 | -10.1 | 11.7% | 0.9% | 0.2% | 0.8%
COc1ccc(/C=C(/NC(=O)/C=C/c2ccccc2)C(=O)O)cc1 | 18.4 | 11.4 | 6.9% | -4.2% | -5.4 | -1.5 | -0.6% | 3.7% | 7.9% | 1.4%
CC(Oc1ccc(F)cc1)C(=O)Nc1cc(S(=O)(=O)N2CCCCC2)ccc1N1CCOCC1 (stereo not drawn) | -16.8 | -3.0 | -1.6% | ? | ? | -1.2 | -5.7% | 0.1% | ? | -1.4%
Cc1c(N=C2NC(=O)C(CC(=O)Nc3ccccc3)S2)c(=O)n(-c2ccccc2)n1C (stereo not drawn) | 16.2 | -6.9 | 6.6% | 0.6% | 1.8 | 7.8 | -0.2% | 1.4% | -7.5% | -0.9%
COc1ccccc1NC(=O)CSc1c2c(nc3ccccc13)CCC2 | 1.6 | -12.7 | 3.4% | -4.0% | 3.7 | -0.2 | 4.5% | 4.4% | 19.9% | 1.5%
COC(=O)c1ccccc1NC(=O)COC(=O)/C=C/c1cccs1 | 0.6 | -5.0 | -11.3% | -6.4% | · | -12.0 | -8.2% | 0.7% | · | 1.9%[46.1 µM]
O=C(c1ccc(COc2ccccc2Br)o1)N1CCN(c2ccccn2)CC1 | -11.2 | 1.6 | 3.8% | -0.9% | 12.5 | -36.0 | 4.8% | 5.5% | 2.0% | 5.2%
COc1ccc(Oc2cn[nH]c2-c2ccc(OCC(=O)NN)cc2O)cc1 | 5.8 | 5.7 | 8.2% | 5.9% | 1.1 | 6.3 | -25.0% | 0.3% | 4.8% | -0.8%
COc1cc(C(=O)OCC(=O)N2CCC(C)CC2)cc2c1OCCO2 | 3.9 | 0.2 | 4.1% | 22.3% | -0.3 | -6.5 | 4.5% | -0.9% | -2.4% | 15.7%
CC(=O)N(Cc1c(C#N)c2ccccc2n1C)c1ccccc1 | -12.0 | 0.3 | 3.0% | 12.2% | 8.5 | 0.3 | 1.7% | 1.5% | -10.9% | 0.1%[46.1 µM]
COC(=O)C1CCN(C(=O)c2sc3nc(-c4ccc(F)cc4)cn3c2C)CC1 | 1.2 | -5.1 | -3.7% | ? | -5.1 | -11.1 | 5.3% | 3.1% | 6.2% | 0.7%
CCOC(=O)c1[nH]c2ccc(C)cc2c1N | 10.2 | -28.9 | -5.1% | ? | -0.2 | -7.4 | -3.3% | 2.9% | -0.7% | 5.9%[46.1 µM]
Cc1cc(C)n(-c2ccc(C(=O)Nc3nc4ccccc4s3)cc2)n1 | 8.4 | 3.3 | 12.8% | ? | -5.5 | -9.9 | 1.0% | 3.6% | 6.3% | 4.3%
COc1ccc(OCC(=O)NCCCn2ccnc2)cc1 | -10.3 | -3.4 | 13.8% | 0.0% | -4.8 | 16.6 | 40.4% | 1.9% | -5.9% | -53.2%
Cc1ccc2cccc(OCC(=O)NCc3ccco3)c2n1 | -3.4 | -5.6 | 0.5% | -3.0% | 0.3 | 18.8 | -8.9% | -3.1% | -2.9% | 0.0%
OC1(CC#CCN2CCCCC2)c2ccccc2-c2ccccc21 | 5.0 | -0.9 | 5.9% | 6.1% | 0.5 | 19.8 | 3.55µM* | -0.8% | 3.3% | ·
CCN(CC)CC#CCC(C)(c1ccccc1)c1ccccc1 | -19.5 | 8.6 | 6.4% | -21.9% | 10.7 | · | -0.2% | -1.1% | -5.4% | 3.7%
Cc1ccccc1OCCC(=O)OCC(=O)NC1CCS(=O)(=O)C1 (stereo not drawn) | 0.2 | -21.2 | -12.3% | 11.8% | -1.4 | 4.6 | 1.0% | 1.4% | -4.2% | 7.7%
CCOC(=O)Cn1c(=NC(=O)C2COc3ccccc3O2)sc2cc(S(N)(=O)=O)ccc21 (stereo not drawn) | -22.8 | 18.0 | 2.1% | -18.4% | ? | 3.1 | 2.7% | 1.1% | -6.3% | -2.3%[46.1 µM]
O=S(=O)(c1ccc(F)cc1)N1CCN(Cc2ccccc2C(F)(F)F)CC1 | -5.8 | -3.4 | -3.6% | -2.0% | 0.4 | -11.8 | 6.2% | -7.4% | 18.7% | -4.7%[46.1 µM]
Cc1noc(C)c1COC(=O)C1(c2cccc(F)c2)CCCC1 | 2.9 | -2.5 | 0.7% | -21.1% | -4.9 | -24.7 | 27.0% | -0.6% | 10.0% | 4.3%
COc1ccc(CNC(=S)Nc2ccccc2-c2ccccc2)cc1 | · | · | 3.8% | -16.2% | 27.2 | 10.2 | 9.5% | -1.1% | 7.2% | ·
Cc1cccc(CN2CCCC(C(=O)Nc3ccc(-c4cscn4)cc3)C2)c1 (stereo not drawn) | -1.7 | 17.1 | -9.8% | -20.2% | 12.6 | -3.7 | -1.8% | -7.8% | 1.2% | -7.4%

This is a subset, so the mix of outcomes need not match the whole.
